# HKDC1 inh: blocks human hexokinase HKDC1 activity | actives 0.16% (n = 340,000) | recombinant HKDC1, G6PDH/diaphorase resazurin coupled fluorescence | AID 493160 | Q2TB90 | inhibition, % at 20 µM;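 active = inhibition above about 35% when tested at 20 µM, limit read from the data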;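 also: plate controls were DMSO wells with enzyme for no effect and DMSO wells lacking enzyme for full effect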
#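 Test system: Recombinant HKDC1 (HK5) hexokinase enzyme, produced in-house | Input: HKDC1 at 5 µg/mL | Buffer or medium: Tris pH 8.0 buffer with MgCl2, Tween-20, BSA, BME | Schedule: 90 min reaction incubation at room temperature, dark | Technique: Resazurin-to-resorufin fluorescence via G6PDH and diaphorase coupling, 525/613 nm | Controls: DMSO wells with and without enzyme mix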
# SENP7 inh: SENP7 protease inhibition. recombinant SENP7, Z-RLRGG-aminoluciferin luminescence, 40 min. inhibition, % at 5 µM. actives 1.5% (n = 330,000);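 active = inhibition above about 50% at the single test dose, limit read from the data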;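 also: plate controls were DMSO with enzyme for no effect and no enzyme buffer wells for full effect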
# Target sequence (Q9BQF6 706-1050 limits assumed): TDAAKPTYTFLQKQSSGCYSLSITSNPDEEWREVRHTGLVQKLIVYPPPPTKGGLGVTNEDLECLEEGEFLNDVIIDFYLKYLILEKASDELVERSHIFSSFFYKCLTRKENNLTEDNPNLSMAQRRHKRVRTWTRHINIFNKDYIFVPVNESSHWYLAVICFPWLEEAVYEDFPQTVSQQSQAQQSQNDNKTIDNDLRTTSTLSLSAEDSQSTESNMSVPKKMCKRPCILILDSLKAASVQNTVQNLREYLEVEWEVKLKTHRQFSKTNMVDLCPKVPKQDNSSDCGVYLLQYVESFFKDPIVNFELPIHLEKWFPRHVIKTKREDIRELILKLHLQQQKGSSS
# Gli-Sufu block: blocks Gli-Sufu signaling in a luciferase reporter; Sufu-KO-LIGHT fibroblasts, Gli luciferase reporter luminescence; inhibition, % at 5 µM; actives 0.74% (n = 340,000); AID 588413;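 active = inhibition above about 55%, limit read from the data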;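 also: 0% = DMSO-treated cells and 100% = wells with medium but no cells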
# Jurkat NFkB inh: inhibitors of the PMA/ionomycin-induced NF-kB reporter in Jurkat cells; AID 435003; inhibition, % at 4 µM; PMA/ionomycin-induced NF-kB luciferase reporter, luminescence; actives 0.53% (n = 330,000)
# SENP8 inh: SENP8 protease inhibition; Q96LD8; purified SENP8, Z-RLRGG-aminoluciferin cleavage, luminescence; inhibition, % at 10 µM; actives 1.2% (n = 330,000); AID 2540
# Target sequence (Q96LD8 whole entry, looked up): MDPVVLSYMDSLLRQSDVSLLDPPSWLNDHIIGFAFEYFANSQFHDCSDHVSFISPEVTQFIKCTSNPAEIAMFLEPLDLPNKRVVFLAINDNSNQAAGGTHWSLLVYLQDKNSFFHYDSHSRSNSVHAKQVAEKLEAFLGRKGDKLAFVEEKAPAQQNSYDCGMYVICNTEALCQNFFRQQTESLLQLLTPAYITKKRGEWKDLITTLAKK
# UBC13 polyUb: blocks human UBC13 polyubiquitin chain formation | P61088 | inhibition, % at 20 µM | TR-FRET | actives 0.47% (n = 330,000); in the data active = inhibition above about 45%, passing the limit was not always enough
# Target sequence (P61088 whole entry, looked up): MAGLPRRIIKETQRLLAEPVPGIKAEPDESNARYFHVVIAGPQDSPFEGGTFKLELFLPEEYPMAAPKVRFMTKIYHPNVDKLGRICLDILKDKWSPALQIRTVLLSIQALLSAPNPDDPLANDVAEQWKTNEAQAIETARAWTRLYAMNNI
# 697 NFkB inh: lowers PMA/ionomycin-induced NF-kB signal in 697 B cells. 697 B-cell NF-kB luciferase reporter, 16 h. inhibition, % at 4 µM. actives 0.33% (n = 330,000). AID 435022; in the data active = inhibition above about 35%
# Apaf1 inhib: blocks human Apaf-1 apoptosome activity; reconstituted apoptosome caspase-3 activity, DEVD-Rh110 fluorescence; AID 489030; inhibition, % at 20 µM; actives 0.71% (n = 330,000); active = inhibition of at least 40% at 20 µM;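 also: plate controls were DMSO wells for no effect and DEVD-CHO caspase inhibitor wells for full effect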
#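 Material: reconstituted apoptosome with Apaf-1, cytochrome c, caspase-9, procaspase-3, dATP / Buffer or medium: pH 7.5 Hepes buffer with CHAPS, BSA, DTT / Also added: cytochrome c with DEVD-Rh110 / Schedule: compound with Apaf-1, dATP, procaspase-3 30 min, then 50 min reaction, room temperature / Technique: rhodamine 110 fluorescence at Ex 480/Em 540 nm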
# Starred values were filed as active, the others as inactive; nt = not tested or not shown. Rule as the data show it, unless noted: active = inhibition above about 50%; inactive = the rest.
SMILES,HKDC1 inh,SENP7 inh,Gli-Sufu block,Jurkat NFkB inh,SENP8 inh,UBC13 polyUb,697 NFkB inh,Apaf1 inhib
COc1ccc(COC(=O)C2=C(C)NC(=O)NC2c2cccc(OC)c2OC)cc1 (configuration not stated),-4,4,24,3,-3,0,7,2
COc1ccccc1C1CCN(C(=O)c2ccc(C(C)(C)C)cc2)CC1,1,-3,7,7,2,-5,3,31
COc1cc(NC(=O)c2cnc(N)s2)cc(C(=O)Nc2cccc(C(F)(F)F)c2)c1,59*,9,-4,-20,-6,17,-18,5
COC(=O)c1cccc(C23CC4(C2)[C@H](CN(Cc2ccc(-c5ccccc5)cc2)[C@@H]4c2ccccc2)C3c2ccc(C(F)(F)F)cc2)c1 (some centres not stated),4,5,-6,26,-10,-3,15,34
COc1cc(O)ccc1C(=O)CCc1ccc(O)cc1,4,-1,11,4,-8,2,10,-4
COc1ccc(-c2nc3ccccc3nc2-c2ccccc2)cc1,-4,8,-1,-3,-3,23,8,8
O=C1N(c2ccccc2C(F)(F)F)O[C@]1(c1ccccc1)C1CCCC1,3,8,-18,17,4,6,4,9
Cc1cc2c(ncn2C(C)C)c(N)c1C,7,7,2,6,-3,9,12,-1
Cc1ccc(C(=O)CSc2nnc(CNc3ccc(F)cc3)o2)cc1,-4,3,-4,20,0,4,20,15
CCN1C(=O)[C@H]2[C@@H](c3ccc(-c4ccc(OC)cc4)c(OC)c3)N[C@@](CC(C)C)(C(=O)OC)[C@H]2C1=O,4,-7,1,0,8,5,4,15
O=C(Cn1c(O)c(N=NC(=O)c2ccncc2)c2ccccc21)Nc1ccccc1,-3,-4,-1,-4,-6,-26,4,-9
CC(=O)NCCC(=O)N1CCCC(C(=O)c2ccc3c4c(cccc24)CC3)C1 (configuration not stated),-2,8,-30,-3,2,33,9,-26
O=C(N=C1SC2CS(=O)(=O)CC2N1c1cc(Cl)ccc1Cl)C1CC1 (configuration not stated),-3,0,7,3,-6,6,-2,-3
CC(=O)Nc1cc(C(=O)N2CCc3ccccc3C2)ccc1Sc1ccc(F)cc1,2,-3,47,-5,-5,3,7,13
CC1CCN(CCCCOc2ccc(C(=O)c3ccccc3)cc2)CC1,-3,-4,2,8,-6,8,-27,16
CCOC(=O)c1sc(N)c(C(=O)OCC)c1C,9,-4,-19,-32,-13,-3,-52,0
Cc1ccc(C(=O)Nc2ccc(Oc3cccc(C(F)(F)F)c3)nc2)cc1,1,3,3,19,-4,1,-32,-17
COc1ccccc1OC(C)C(=O)Nc1ccc2c(c1)OCCO2 (configuration not stated),-3,7,-7,-10,5,3,3,2
Cc1ccc(CN2CC(C(=O)Nc3ccc(C)cn3)CC2=O)cc1 (configuration not stated),-4,-9,-7,-12,8,2,-45,3
Oc1ccc(Cn2ccnc2)c2cccnc12,-8,3,7,-8,5,-10,-11,4
O=C(COC(=O)c1cc(S(=O)(=O)N2CCCCC2)ccc1Cl)NCc1ccco1,-5,-1,-8,2,2,3,-10,6
O=C(O)CCCNc1cc(N2CCC3(CC2)OCCO3)c2noc3c2c1C(=O)c1ccccc1-3,nt,10,nt,-56,17,-168,-94,-11
Cc1cc(C)cc(NC(=O)c2ccc([N+](=O)[O-])o2)c1,-5,2,23,87*,2,-3,25,6
CCOc1ccc(S(=O)(=O)n2nc(C)c(S(=O)(=O)N3CCOCC3)c2C)cc1,-2,12,14,-11,-9,-10,10,-4
O=S(=O)(/N=C(/Nc1ccc(F)cc1F)c1ccc(Cl)cc1)c1ccccc1,-2,4,1,9,10,0,11,3

# The last 2 compounds of the part before lead into the next:
SMILES,HKDC1 inh,SENP7 inh,Gli-Sufu block,Jurkat NFkB inh,SENP8 inh,UBC13 polyUb,697 NFkB inh,Apaf1 inhib
CCOc1ccc(S(=O)(=O)n2nc(C)c(S(=O)(=O)N3CCOCC3)c2C)cc1,-2,12,14,-11,-9,-10,10,-4
O=S(=O)(/N=C(/Nc1ccc(F)cc1F)c1ccc(Cl)cc1)c1ccccc1,-2,4,1,9,10,0,11,3
CCc1cc(=O)oc2cc(C)c(CN3CCCC(C)C3)c(O)c12 (configuration not stated),10,-5,7,21,-1,19,29,4
CSc1ccc(S(=O)(=O)Nc2ccc(F)cc2)cc1,1,7,9,8,2,-4,-7,8
Cc1ccccc1-c1nc(CS(=O)(=O)CC(=O)NCCCN2CCOCC2)c(C)o1,-11,-1,-3,-4,10,0,-45,4
CCOC(=O)N1CCN(C(=O)c2ccc(C)c(S(=O)(=O)Nc3cccc(C)c3C)c2)CC1,-5,10,0,-2,5,2,-10,-12
O=C(NC1CCCCCC1)C1CCCN(c2ncccn2)C1 (configuration not stated),-8,4,-2,-21,2,7,-19,-3
CCOCCCNC(=S)N1CCC(C(=O)c2ccc3c(c2)OCCO3)CC1,-13,4,0,-7,-3,-3,101*,8
C=CC[C@@H](Cc1ccc(F)cc1)C(=O)OC[C@H]1CCCN1C(=O)[C@H](CC=C)CC(=O)NCCO,-7,6,6,-12,4,1,-5,2
CCNC(=S)N/N=C/c1cccc(OCc2c(F)cccc2Cl)c1,-3,-3,13,-9,-7,10,16,4
CC1CC(C)(C)NC(=S)N1CC(=O)NCc1ccc2c(c1)OCO2 (configuration not stated),-3,0,5,-12,-2,-9,3,-3
COc1ccc(NC(=O)CSCC(=O)N(C)Cc2c(F)cccc2Cl)cc1,-1,-11,1,8,1,4,21,18
CCOc1ccccc1NC(=O)c1cc(C(=O)c2cc(OC)ccc2O)coc1=N,-2,3,-2,-1,-2,3,-12,7
COc1ccc(C)cc1NC(=O)C1CCCN(S(=O)(=O)c2cccs2)C1 (configuration not stated),1,6,18,22,7,6,16,13
O=C(NC(=S)Nc1cccc(O)c1)c1cncc(Br)c1,-1,5,2,14,-4,0,0,-14
CC(=O)N(CCO)Cc1cc2cc(C)cc(C)c2[nH]c1=O,2,-2,3,9,-8,-4,16,1
Cc1ccc(NC(=O)CSc2nnc(-c3ccncc3)n2N)cc1C,6,6,2,0,4,3,6,-8
CC(C)Oc1ccccc1/C=N/Nc1ccccc1[N+](=O)[O-],2,-4,8,-19,6,-93,-7,-2
Fc1ccccc1Sc1ccccc1CNC1=NCCN1,9,-4,41,-15,-2,2,-29,6
Oc1c(Br)cc(C=Nc2ccc3nc(-c4ccccc4)[nH]c3c2)c(O)c1Br,7,9,-5,1,29,-18,-10,65*
Cc1[nH]nc2nc3c(c(OC(=O)c4ccccc4)c12)c(=O)n(C)c(=O)n3C,nt,-9,nt,6,4,20,11,-1
CN(O)/C=C/C(=O)c1ccc(Br)cc1,-12,-1,-3,-9,12,0,25,0
O=C1c2cccnc2C(=O)N1c1cccc(-c2nc3ccccc3o2)c1,-2,-1,-3,-4,-3,-8,27,1
Cc1cccc(OCC(=O)Nc2ccccc2N2CCN(C(=O)C(C)C)CC2)c1C,4,-6,12,0,-15,-10,-21,26
CC(=O)c1c(C)[nH]c(C(=O)OCc2nnc(-c3ccccc3)o2)c1C,0,-5,0,3,-8,-2,-27,10
COC(=O)C1=C(C)NC(=O)NC1c1ccc(N2CCC(c3ccccc3)=N2)cc1 (configuration not stated),-2,2,7,16,-7,24,10,25
O=C(COC(=O)C1CC1)NC(=O)NCc1ccccc1,-2,4,-14,7,1,-4,0,-18

# For convenience, some entries already given.
SMILES,HKDC1 inh,SENP7 inh,Gli-Sufu block,Jurkat NFkB inh,SENP8 inh,UBC13 polyUb,697 NFkB inh,Apaf1 inhib
CSc1ccc(S(=O)(=O)Nc2ccc(F)cc2)cc1,1,7,9,8,2,-4,-7,8
Cc1ccccc1-c1nc(CS(=O)(=O)CC(=O)NCCCN2CCOCC2)c(C)o1,-11,-1,-3,-4,10,0,-45,4
CCOC(=O)N1CCN(C(=O)c2ccc(C)c(S(=O)(=O)Nc3cccc(C)c3C)c2)CC1,-5,10,0,-2,5,2,-10,-12
O=C(NC1CCCCCC1)C1CCCN(c2ncccn2)C1 (configuration not stated),-8,4,-2,-21,2,7,-19,-3
CCOCCCNC(=S)N1CCC(C(=O)c2ccc3c(c2)OCCO3)CC1,-13,4,0,-7,-3,-3,101*,8

# The main list resumes with the 4 entries that preceded the break.
SMILES,HKDC1 inh,SENP7 inh,Gli-Sufu block,Jurkat NFkB inh,SENP8 inh,UBC13 polyUb,697 NFkB inh,Apaf1 inhib
Cc1cccc(OCC(=O)Nc2ccccc2N2CCN(C(=O)C(C)C)CC2)c1C,4,-6,12,0,-15,-10,-21,26
CC(=O)c1c(C)[nH]c(C(=O)OCc2nnc(-c3ccccc3)o2)c1C,0,-5,0,3,-8,-2,-27,10
COC(=O)C1=C(C)NC(=O)NC1c1ccc(N2CCC(c3ccccc3)=N2)cc1 (configuration not stated),-2,2,7,16,-7,24,10,25
O=C(COC(=O)C1CC1)NC(=O)NCc1ccccc1,-2,4,-14,7,1,-4,0,-18
Cc1ccc(-n2ncc3c2CC(C)(C)CC3NC(=O)c2c(C)noc2C)cc1 (configuration not stated),-8,-4,39,-4,-6,-4,-23,10
CCOC(=O)C(C(=O)N(C)Cc1ccccc1)C1CCCCC1 (configuration not stated),5,-10,-1,-10,-7,-15,-38,12
CC1CCN(C(=O)CCCC(=O)O)CC1,-14,-3,-3,8,0,5,22,-6
Cc1ccc(C)c(N2CCN(C(=O)c3ccc4nc(-c5ccco5)c(-c5ccco5)nc4c3)CC2)c1,17,-3,9,-6,-3,-13,-2,35
COc1ccc(Cl)cc1NC(=O)c1cc(-c2ccco2)on1,-4,-2,38,-13,-2,-4,-3,12
CC(C)C(=O)Nc1ccc(NC(=O)CCc2ccccc2)cn1,0,10,5,7,1,11,7,-3
CC(=O)Nc1ccc(S(=O)(=O)Nc2cc3c(cc2C(C)=O)OCO3)cc1,-1,2,2,9,3,1,-1,4
Cc1ccc(CCC(=O)Nc2ccc([N+](=O)[O-])cc2Cl)o1,-3,6,12,15,-2,8,16,-1
CCOC(=O)Cc1csc(N/N=C/c2ccc(C(F)(F)F)cc2)n1,-11,-1,-30,27,-3,-4,15,9
CCCCc1cc(=O)oc2cc(C)cc(OC(C)C(=O)NCc3cccnc3)c12 (configuration not stated),-1,-7,-18,-2,4,5,2,13
N#CC1=C2SCN(Cc3ccccc3)CN2C(=O)CC1c1cccs1 (configuration not stated),10,40,-2,13,71*,-16,21,78*
COc1ccc(NC(=O)CN2CCN(S(=O)(=O)c3ccc(C(C)C)cc3)CC2)cc1OC,3,0,9,8,-6,2,-8,18
Cc1ccc(-n2nnnc2SCC(=O)Nc2c(C)n(C)n(-c3ccccc3)c2=O)cc1,2,0,-3,2,-5,-2,11,-32
COc1ccc(C2OC(=O)CC2C(=O)NC2CCCC(C)C2C)cc1OC (configuration not stated),7,-11,9,-2,-3,-2,4,1

# Screening results from PubChem.
